NSD2 inh = blocks human NSD2 histone methyltransferase activity | NSD2-SET H3K36me1 DELFIA fluorescence, biochemical | inhibition, % at 12.5 µM | 44,000 compounds, 0.07% hits | AID 624260; in the data active = inhibition above about 54%, passing the limit was not always enough;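 note: inhibitors reduce the monomethyl H3K36 fluorescence signal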
Target sequence (O96028 whole entry, looked up): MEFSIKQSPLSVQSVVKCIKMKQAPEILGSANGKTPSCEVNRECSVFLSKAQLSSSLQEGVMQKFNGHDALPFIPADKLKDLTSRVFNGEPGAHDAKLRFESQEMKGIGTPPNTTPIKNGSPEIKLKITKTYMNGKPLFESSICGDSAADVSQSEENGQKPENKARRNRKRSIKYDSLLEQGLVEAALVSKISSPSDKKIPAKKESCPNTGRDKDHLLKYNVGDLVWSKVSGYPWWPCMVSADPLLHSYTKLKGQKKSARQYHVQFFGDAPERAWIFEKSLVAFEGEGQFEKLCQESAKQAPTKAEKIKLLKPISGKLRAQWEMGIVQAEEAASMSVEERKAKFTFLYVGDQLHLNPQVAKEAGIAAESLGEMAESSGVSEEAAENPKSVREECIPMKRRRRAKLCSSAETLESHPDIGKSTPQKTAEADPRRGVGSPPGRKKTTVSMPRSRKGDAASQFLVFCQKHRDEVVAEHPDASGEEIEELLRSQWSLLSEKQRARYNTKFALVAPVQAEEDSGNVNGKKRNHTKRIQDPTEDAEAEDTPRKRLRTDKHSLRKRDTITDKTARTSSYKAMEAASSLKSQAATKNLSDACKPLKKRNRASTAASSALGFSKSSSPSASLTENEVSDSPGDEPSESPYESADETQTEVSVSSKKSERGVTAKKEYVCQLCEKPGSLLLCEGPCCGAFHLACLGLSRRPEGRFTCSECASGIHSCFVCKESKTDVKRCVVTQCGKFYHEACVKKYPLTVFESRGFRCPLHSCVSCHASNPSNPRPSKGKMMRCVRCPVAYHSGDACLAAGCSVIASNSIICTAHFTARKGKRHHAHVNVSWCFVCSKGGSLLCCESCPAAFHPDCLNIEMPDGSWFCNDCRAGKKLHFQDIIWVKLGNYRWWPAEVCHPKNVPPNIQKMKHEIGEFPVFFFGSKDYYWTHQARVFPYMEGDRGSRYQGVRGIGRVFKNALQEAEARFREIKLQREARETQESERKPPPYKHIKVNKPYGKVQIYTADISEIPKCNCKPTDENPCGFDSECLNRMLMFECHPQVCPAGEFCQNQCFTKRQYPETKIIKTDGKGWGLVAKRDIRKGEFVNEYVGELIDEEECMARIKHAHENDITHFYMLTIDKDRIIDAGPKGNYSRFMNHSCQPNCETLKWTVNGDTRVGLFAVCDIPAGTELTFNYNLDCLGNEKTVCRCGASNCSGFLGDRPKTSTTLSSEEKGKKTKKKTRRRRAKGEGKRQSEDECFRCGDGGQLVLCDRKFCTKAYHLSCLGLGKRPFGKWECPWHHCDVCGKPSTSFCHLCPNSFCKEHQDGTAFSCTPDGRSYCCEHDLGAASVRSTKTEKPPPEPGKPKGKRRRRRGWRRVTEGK
Numbers without * were called inactive. This is a subset. The share of hits here may be higher or lower than overall.

SMILES	NSD2 inh
COc1ccc(S(=O)(=O)Nc2ccc3c(c2)C(=O)N([C@H](C)CO)C[C@H](C)[C@H](CN(C)C(=O)NC(C)C)OCCCC[C@@H](C)O3)cc1	-4
COc1ccc(/C=C/C(=O)O[C@@H]2[C@@H](OC(C)=O)[C@@H](OC(C)=O)[C@H](O[C@H]3[C@@H]4C=CO[C@@H](O[C@@H]5O[C@H](CO)[C@@H](O)[C@H](O)[C@H]5O)[C@@H]4[C@@]4(CO)O[C@@H]34)O[C@H]2C)cc1	-1
C[C@H]1CN([C@@H](C)CO)C(=O)c2cccc(NC(=O)Nc3ccc(C(F)(F)F)cc3)c2O[C@H]1CN(C)Cc1ccc(C(=O)O)cc1	-29
CNC[C@H]1OCCCC[C@H](C)Oc2ccc(NC(=O)CCCN(C)C)cc2C(=O)N([C@@H](C)CO)C[C@@H]1C	2
COc1ccc(S(=O)(=O)N(C)C[C@@H]2Oc3ccc(NC(=O)Cc4ccccc4)cc3C(=O)N([C@H](C)CO)C[C@@H]2C)cc1	2
C[C@@H]1CN([C@@H](C)CO)C(=O)c2cccc(NC(=O)CCCCCC(=O)Nc3ccccc3N)c2O[C@H]1CN(C)Cc1ccccc1	2
C[C@H]1CN([C@@H](C)CO)C(=O)Cc2cc(NS(=O)(=O)c3cccs3)ccc2O[C@@H]1CN(C)Cc1ccc(Cl)c(Cl)c1	-2
CC(C)NC(=O)Nc1ccc2c(c1)C(=O)N([C@@H](C)CO)C[C@@H](C)[C@@H](CN(C)C(=O)Nc1ccc3c(c1)OCO3)O2	-6
Cc1noc(C)c1NC(=O)N(C)C[C@@H]1Oc2c(NC(=O)Nc3ccccc3)cccc2C(=O)N([C@@H](C)CO)C[C@H]1C	5
C[C@H]1CN([C@@H](C)CO)C(=O)c2cccc(NC(=O)Nc3ccc4c(c3)OCO4)c2O[C@H]1CN(C)S(=O)(=O)c1ccc(F)cc1	-4
COCC#Cc1cnc2c(c1)C(=O)N([C@@H](C)CO)C[C@H](C)[C@H](CN(C)C(=O)Cc1ccccc1)O2	-1
COc1ccc(NC(=O)Nc2ccc3c(c2)C(=O)N([C@@H](C)CO)C[C@@H](C)[C@@H](CN(C)C)OCCCC[C@H](C)O3)cc1	0
COC(=O)N(C)C[C@H]1OCc2cnnn2CCCC(=O)N([C@@H](C)CO)C[C@@H]1C	-1
C[C@H]1CN([C@@H](C)CO)C(=O)c2cc(-c3cncnc3)cnc2O[C@@H]1CN(C)Cc1ccncc1	-3
C[C@H](CO)N1C[C@H](C)[C@H](CN(C)C(=O)Nc2ccccc2)Oc2cc(-c3cccc(C(=O)N(C)C)c3)ccc2S1(=O)=O	0
C[C@H]1CN([C@@H](C)CO)C(=O)c2cc(NS(=O)(=O)c3ccc(F)cc3)ccc2O[C@H]1CN(C)C	-3
COc1ccc(-c2cnc3c(c2)C(=O)N([C@@H](C)CO)C[C@H](C)[C@@H](CN(C)S(=O)(=O)c2ccc(OC)cc2)O3)cc1	-1
COc1ccc(S(=O)(=O)Nc2ccc3c(c2)C(=O)N([C@@H](C)CO)C[C@H](C)[C@@H](CN(C)S(=O)(=O)c2ccc(F)cc2)O3)cc1	2
C[C@H]1CN([C@@H](C)CO)C(=O)CCCn2cc(nn2)CO[C@H]1CN(C)Cc1ccccc1C(F)(F)F	3
O=C(C[C@@H]1CC[C@@H](NS(=O)(=O)c2ccc(F)cc2)[C@@H](CO)O1)NCc1ccc(Cl)c(Cl)c1	0

Some of the entries above, reformatted.
NSD2 inh | mol
-4 | COc1ccc(S(=O)(=O)Nc2ccc3c(c2)C(=O)N([C@H](C)CO)C[C@H](C)[C@H](CN(C)C(=O)NC(C)C)OCCCC[C@@H](C)O3)cc1
-1 | COc1ccc(/C=C/C(=O)O[C@@H]2[C@@H](OC(C)=O)[C@@H](OC(C)=O)[C@H](O[C@H]3[C@@H]4C=CO[C@@H](O[C@@H]5O[C@H](CO)[C@@H](O)[C@H](O)[C@H]5O)[C@@H]4[C@@]4(CO)O[C@@H]34)O[C@H]2C)cc1
-29 | C[C@H]1CN([C@@H](C)CO)C(=O)c2cccc(NC(=O)Nc3ccc(C(F)(F)F)cc3)c2O[C@H]1CN(C)Cc1ccc(C(=O)O)cc1

(further entries)
SMILES	NSD2 inh
COc1ccc2c(c1OC)C(=O)OC2[C@H]1c2c(cc3c(c2OC)OCO3)CCN1C (some centres not stated)	-4
O=C(C[C@H]1C[C@H]2c3cc(NC(=O)C4CCC4)ccc3O[C@H]2[C@@H](CO)O1)NCc1ccc2c(c1)OCO2	3
COc1ccc(C2Oc3c(OC)cc(CCCO)cc3C2CO)cc1OC1OC(CO)C(O)C(O)C1O (configuration not stated)	11
C[C@@H]1CN([C@@H](C)CO)C(=O)c2cccc(NS(=O)(=O)c3ccc(F)cc3)c2O[C@H]1CN(C)Cc1ccc(C(=O)O)cc1	-4
C[C@H]1CN([C@@H](C)CO)S(=O)(=O)c2ccc(C#CC3CC3)cc2O[C@H]1CN(C)Cc1ccccn1	2
O=C(C[C@H]1C[C@H]2c3cc(NC(=O)Nc4ccc(C(F)(F)F)cc4)ccc3O[C@H]2[C@H](CO)O1)NCc1cc(F)ccc1F	-7
C[C@@H]1CN([C@H](C)CO)C(=O)Cc2cc(NC(=O)CCN3CCOCC3)ccc2O[C@@H]1CN(C)C(=O)Nc1cccc2ccccc12	-1
CNC[C@H]1OCCCC[C@@H](C)Oc2ccc(NC(=O)Nc3ccc(F)cc3)cc2C(=O)N([C@@H](C)CO)C[C@H]1C	-4
C[C@H](CO)N1C[C@H](C)[C@@H](CN(C)CC2CC2)Oc2c(NS(=O)(=O)c3cccs3)cccc2C1=O	-7
Cc1noc(C)c1NC(=O)Nc1cccc2c1O[C@@H](CN(C)S(=O)(=O)c1ccc(Cl)cc1)[C@H](C)CN([C@@H](C)CO)C2=O	-1
Cc1noc(C)c1NC(=O)Nc1ccc2c(c1)C(=O)N([C@@H](C)CO)C[C@H](C)[C@@H](CN(C)Cc1ccc(C(F)(F)F)cc1)O2	4
COc1ccc(NC(=O)Nc2ccc3c(c2)CC(=O)N([C@H](C)CO)C[C@@H](C)[C@H](CN(C)S(=O)(=O)c2c(C)noc2C)O3)cc1	-6
C[C@@H]1CCCCO[C@@H](CN(C)C(=O)Nc2ccc(F)cc2)[C@@H](C)CN([C@@H](C)CO)C(=O)c2cc(NC(=O)Nc3ccccc3)ccc2O1	-5
C[C@H](CO)N1C[C@H](C)[C@H](CN(C)S(=O)(=O)c2ccc(Cl)cc2)Oc2c(NS(C)(=O)=O)cccc2C1=O	-3
C[C@H]1CN([C@@H](C)CO)C(=O)c2cc(NS(=O)(=O)c3ccccc3)ccc2O[C@@H]1CN(C)S(C)(=O)=O	6
C[C@@H]1CN([C@@H](C)CO)C(=O)c2cccc(NC(=O)C3CC3)c2O[C@@H]1CN(C)Cc1ccc(C(=O)O)cc1	2
C#Cc1ccc([C@@H]2C=C(C(=O)OCC=C)O[C@H](OCc3ccc(CO)cc3)C2)cc1	-9
C[C@@H]1CN([C@H](C)CO)C(=O)Cc2cc(NC(=O)Cc3ccccc3)ccc2O[C@H]1CN(C)C(=O)Nc1cccc2ccccc12	1
C=CCn1c2ccccc2c2nnc(SCc3ccccc3F)nc21	11
COc1ccc(S(=O)(=O)N(C)C[C@H]2OCCCC[C@H](C)Oc3ccc(NC(=O)Nc4c(C)noc4C)cc3C(=O)N([C@@H](C)CO)C[C@@H]2C)cc1	9

A draw from above in order of SMILES length, smallest number first.
SMILES	NSD2 inh
C[C@H](CO)N1C[C@H](C)[C@@H](CN(C)CC2CC2)Oc2c(NS(=O)(=O)c3cccs3)cccc2C1=O	-7
C[C@@H]1CN([C@@H](C)CO)C(=O)c2cccc(NS(=O)(=O)c3ccc(F)cc3)c2O[C@H]1CN(C)Cc1ccc(C(=O)O)cc1	-4
COc1ccc(NC(=O)Nc2ccc3c(c2)CC(=O)N([C@H](C)CO)C[C@@H](C)[C@H](CN(C)S(=O)(=O)c2c(C)noc2C)O3)cc1	-6

Following part
SMILES	NSD2 inh
C[C@@H](O)C#Cc1cnc2c(c1)C(=O)N([C@@H](C)CO)C[C@H](C)[C@@H](CN(C)C(=O)CC1CC1)O2	0
CC(C)NC(=O)Nc1cccc2c1O[C@H](CN(C)C(=O)Nc1ccc3c(c1)OCO3)[C@@H](C)CN([C@H](C)CO)C2=O	0
O=C(C[C@@H]1C=C[C@H](NC(=O)CN2CCOCC2)[C@H](CO)O1)NCc1cccc(F)c1	-20
O=c1cc(N2CCOCC2)oc2c1ccc1ccccc12	-1
Cc1noc(C)c1S(=O)(=O)N(C)C[C@H]1OCCCC[C@@H](C)Oc2ccc(NS(C)(=O)=O)cc2C(=O)N([C@@H](C)CO)C[C@@H]1C	-2
Cc1ccc(O)c(/C=N/NC(=O)c2ccccn2)c1	-9
C[C@H]1CN([C@@H](C)CO)C(=O)CCCn2nncc2CO[C@@H]1CN(C)S(=O)(=O)c1ccc(Cl)cc1	0
C[C@H](CO)N1C[C@H](C)[C@H](CN(C)C(=O)C2CCCCC2)OCCCC[C@H](C)Oc2ccc(NC(=O)Nc3ccccc3)cc2C1=O	-7
COC(=O)C[C@H]1C=C[C@@H](NC(=O)Nc2ccc(C(F)(F)F)cc2)[C@H](CO)O1	2
COc1ccc(NC(=O)N(C)C[C@H]2Oc3cc(-c4ccc(C)cc4)ccc3S(=O)(=O)N([C@@H](C)CO)C[C@H]2C)cc1	-5
COc1ccc(CNC(=O)N(C)C[C@H]2OCc3ccccc3-c3ccccc3C(=O)N([C@@H](C)CO)C[C@H]2C)cc1	1
C[C@@H]1CN([C@H](C)CO)S(=O)(=O)c2ccc(-c3ccccc3F)cc2O[C@H]1CN(C)Cc1cncnc1	4
CCCCCCCC/C=C/CCCCCCCC(=O)NC(CO)Cc1ccc(O)cc1 (configuration not stated)	-4
C[C@H]1CN([C@@H](C)CO)C(=O)c2cc(Br)cnc2O[C@H]1CN(C)C(=O)c1ccccn1	3
Cc1cc(C(=O)Nc2cccc3c2O[C@H](CN(C)Cc2ccc(-c4ccccc4)cc2)[C@H](C)CN([C@@H](C)CO)C3=O)n(C)n1	1
CCCNC(=O)C[C@@H]1C[C@H]2c3cc(NS(=O)(=O)c4cccc(OC)c4)ccc3O[C@H]2[C@H](CO)O1	4
COc1ccc(S(=O)(=O)Nc2ccc3c(c2)C(=O)N([C@@H](C)CO)C[C@@H](C)[C@@H](CN(C)C(=O)Nc2ccc(F)cc2)OCCCC[C@H](C)O3)cc1	2
C[C@@H]1CN([C@H](C)CO)C(=O)c2cccc(NC(=O)Nc3ccccc3)c2O[C@@H]1CN(C)Cc1ccc(C(=O)Nc2ccccc2N)cc1	-2
C[C@@H]1CN([C@@H](C)CO)C(=O)c2cc(NC(=O)Nc3cccc4ccccc34)ccc2O[C@H]1CN(C)S(=O)(=O)c1cccs1	-4
NC(=O)NCC#Cc1ccc2c(c1)[C@]1(C(=O)N2)[C@H](C(N)=O)[C@H]2C(=O)O[C@H](c3ccccc3)[C@H](c3ccccc3)N2[C@@H]1c1ccccc1OCCO	11
C[C@@H]1CN([C@@H](C)CO)C(=O)Cc2cc(NC(=O)Cn3cnnn3)ccc2O[C@H]1CN(C)Cc1ccc(Oc2ccccc2)cc1	1
CNC[C@H]1Oc2c(NS(=O)(=O)c3ccc(Cl)cc3)cccc2C(=O)N([C@@H](C)CO)C[C@H]1C	-1
C[C@@H]1CN([C@H](C)CO)C(=O)Cc2cc(NC(=O)CCCCCC(=O)Nc3ccccc3N)ccc2O[C@@H]1CN(C)Cc1ccc(Oc2ccccc2)cc1	1
C[C@@H]1CN([C@H](C)CO)C(=O)Cc2cc(NC(=O)CCN3CCOCC3)ccc2O[C@H]1CN(C)Cc1ccccc1	-1
CC(C)CC#Cc1cnc2c(c1)C(=O)N([C@@H](C)CO)C[C@H](C)[C@@H](CN(C)S(C)(=O)=O)O2	7
C[C@@H]1CCCCO[C@@H](CN(C)S(=O)(=O)c2ccccc2)[C@H](C)CN([C@@H](C)CO)C(=O)c2cc(NS(=O)(=O)c3ccccc3)ccc2O1	-2
CC(C)NC(=O)N(C)C[C@@H]1Oc2ccc(NC(=O)Nc3ccc(F)cc3)cc2CC(=O)N([C@@H](C)CO)C[C@H]1C	20
O=C(/C=C/c1ccccc1)Nc1nnc(CSCc2ccccc2F)s1	3
C[C@@H]1CN([C@H](C)CO)C(=O)c2cc(NS(C)(=O)=O)ccc2O[C@H]1CN(C)Cc1ccc(C(F)(F)F)cc1	1
CC1(C)CC[C@]2(C(=O)O)CC[C@]3(C)C(=CCC4[C@@]5(C)CC[C@H](O[C@@H]6O[C@H](CO)[C@@H](O)[C@H](O)[C@H]6O)[C@@](C)(CO)C5CC[C@]43C)[C@@H]2C1 (some centres not stated)	-11
C[C@@H]1CN([C@@H](C)CO)C(=O)Cc2cc(NC(=O)Nc3cccc4ccccc34)ccc2O[C@H]1CN(C)C	0
Cc1ccc(S(=O)(=O)Nc2ccc3c(c2)C(=O)N([C@H](C)CO)C[C@H](C)[C@H](CN(C)C(=O)Nc2ccccc2)OCCCC[C@H](C)O3)cc1	-2
COc1ccc(S(=O)(=O)Nc2ccc3c(c2)C(=O)N([C@@H](C)CO)C[C@@H](C)[C@H](CN(C)Cc2ccccc2)OCCCC[C@H](C)O3)cc1	0
C[C@H](CO)N1C[C@H](C)[C@@H](CN(C)S(=O)(=O)c2ccc(Cl)cc2)OCc2cnnn2CCCC1=O	20
Cc1noc(C)c1S(=O)(=O)N(C)C[C@@H]1Oc2ccc(NC(=O)CCCN(C)C)cc2C(=O)N([C@H](C)CO)C[C@@H]1C	14
C[C@H](CO)N1C[C@H](C)[C@@H](CN(C)Cc2ccc(C(=O)O)cc2)OCCCC[C@H](C)Oc2ccc(NS(=O)(=O)c3ccc(F)cc3)cc2C1=O	7
C[C@H](CO)N1C[C@H](C)[C@@H](CN(C)Cc2ccc(C(=O)O)cc2)Oc2ccc(NC(=O)Nc3cccc4ccccc34)cc2C1=O	-2
COc1ccc(CN(C)C[C@H]2Oc3c(NS(=O)(=O)c4ccc(OC)cc4)cccc3C(=O)N([C@@H](C)CO)C[C@H]2C)cc1	3
